Bioassay records (PubChem)
NPY-Y1 PAM-ag = NPY-Y1 receptor potentiators or agonists, primary screen, cell-based; Neuropeptide Y receptor type 1 (Homo sapiens), P25929; NPY-Y1 expressing cells, potentiator/agonist activation; activation, % at 3.6 µM; hit rate 0.37% among 220,000; AID 1304, 2008; in the data active means activation above about 33%, passing the limit was not always enough;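 further: cells stimulated with NPY at EC10 then isoproterenol at EC100; 0% = low agonist plus stimulus and 100% = saturating agonist plus stimulus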
zfTRPN1 agonist = zebrafish TRPN1 channel agonists, primary screen, cell-based, HEK293, calcium fluorescence; transient receptor potential cation channel N1 (TRPN1/NompC), Danio rerio; HEK293 zebrafish TRPN1-YFP, Fluo-8 calcium fluorescence; 100% = response to 87 µM carbachol; activation, % at 3 µM; hit rate 0.18% among 220,000;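 active means activation above its plate's cutoff, the mean activation of test wells on that plate plus 3 SD, cut at about 19% in these data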;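 further: 0% = DMSO alone and 100% = 87 µM carbachol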
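System: zebrafish TRPN1-YFP in HEK293 cells / Dosing: 3 µM single point / Timing: dye loading 1 h at 37 °C, then 30 min room temperature / Signal: Fluo-8 calcium fluorescence, excitation 470-495 nm, emission 515-575 nm / Read-out basis: percent activation from peak over basal fluorescence ratio, control-normalized / Control set: high carbachol 87 µM, low DMSO alone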
TRPML3 agonist = human TRPML3 channel agonists, primary screen, cell-based, HEK293 TRPML3-YFP, Fluo-8 calcium fluorescence, 3 µM. Mucolipin-3 (Homo sapiens), Q8TDD5. 100% = the carbachol control signal. activation, % at 3 µM. hit rate 0.29% among 220,000;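 active means activation above its plate's cutoff, the mean activation of the plate's test wells plus 3 SD, cut at about 12% in these data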;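 further: 0% = DMSO only wells and 100% = carbachol wells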
Target sequence (Q8TDD5 whole entry, looked up): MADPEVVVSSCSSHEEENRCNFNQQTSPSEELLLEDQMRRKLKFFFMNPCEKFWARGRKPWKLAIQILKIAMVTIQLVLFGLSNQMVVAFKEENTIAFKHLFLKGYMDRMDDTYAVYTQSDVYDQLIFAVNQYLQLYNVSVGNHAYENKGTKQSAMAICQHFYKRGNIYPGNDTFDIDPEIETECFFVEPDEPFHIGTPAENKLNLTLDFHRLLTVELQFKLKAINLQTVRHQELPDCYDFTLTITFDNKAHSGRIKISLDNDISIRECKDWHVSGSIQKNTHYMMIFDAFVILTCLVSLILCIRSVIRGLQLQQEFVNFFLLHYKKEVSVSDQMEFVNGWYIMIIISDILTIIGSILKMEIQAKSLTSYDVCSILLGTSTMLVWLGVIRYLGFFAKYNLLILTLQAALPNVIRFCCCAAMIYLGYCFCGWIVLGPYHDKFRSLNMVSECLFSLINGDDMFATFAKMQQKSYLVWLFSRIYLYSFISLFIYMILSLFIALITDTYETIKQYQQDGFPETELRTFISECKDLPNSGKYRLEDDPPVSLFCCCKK
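Test system: TRPML3-YFP stable HEK293 cells. Doses: single point at 3 µM. Incubation: dye loading 1 h 37 °C then 30 min ambient, 125 s read. Signal: Fluo-8 calcium dye fluorescence, ex 470-495, em 515-575 nm. Measure: percent activation from peak-to-basal fluorescence ratio, scaled between DMSO and carbachol.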
NPY Y1 blocker = NPY-Y1 receptor antagonists, primary screen, cell-based | HEK293-CNG Y1 cells, membrane potential fluorescence; NPY at EC95, then isoproterenol | inhibition, % at 3.6 µM | hit rate 1% among 200,000 | AID 1040, 2008;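 active means inhibition above the campaign mean inhibition of all tested compounds plus 3 SD, cut at about 20% in these data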;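 further: 0% = DMSO wells given NPY plus isoproterenol and 100% = isoproterenol alone without NPY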
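Assay system: HEK293 Y1/CNG channel cell line; Doses: single compound dose of 3.6 µM, 0.4% DMSO; Timing: dye 3 h, compound 60 min room temperature, stimulation 45 min; Technique: Membrane-potential fluorescent dye readout; Measure: % inhibition of NPY effect.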
PGE2 EP2 inh = human EP2 receptor antagonists, primary screen, TR-FRET cAMP, C6 glioma cells; AID 1422, 2008; hit rate 0.52% among 260,000; C6 glioma cells expressing human EP2; cells stimulated with saturating PGE2; inhibition, % at 25 µM; Prostaglandin E2 receptor EP2 subtype (Homo sapiens), P43116;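 active means percent inhibition above 40 after rounding to a whole number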;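 further: rat C6 glioma host cells with rolipram phosphodiesterase inhibitor present; the protocol text gives 20 µM as final concentration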
Target sequence (P43116 whole entry, looked up): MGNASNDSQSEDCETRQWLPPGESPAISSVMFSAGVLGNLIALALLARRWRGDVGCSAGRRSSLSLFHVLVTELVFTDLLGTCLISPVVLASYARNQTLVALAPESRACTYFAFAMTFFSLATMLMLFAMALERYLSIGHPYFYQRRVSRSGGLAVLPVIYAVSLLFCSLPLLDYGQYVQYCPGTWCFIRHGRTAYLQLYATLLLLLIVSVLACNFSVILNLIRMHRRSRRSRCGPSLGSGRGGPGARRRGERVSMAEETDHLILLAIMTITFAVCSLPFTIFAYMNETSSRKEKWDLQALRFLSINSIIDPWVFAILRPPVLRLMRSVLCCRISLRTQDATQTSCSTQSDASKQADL
EP2 mod = EP2 receptor modulators, cAMP readout, primary screen, cell-based, HTRF cAMP, PGE2 stimulation; EP2-expressing cells, cAMP HTRF FRET, PGE2 co-stimulation; Prostaglandin E2 receptor EP2 subtype (Homo sapiens), P43116; induction, % at 25 µM; hit rate 0.83% among 260,000;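 active means compounds whose cAMP rise, as percent of the full-agonist control response, exceeds 60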;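 further: rat C6 glioma line stably carrying human EP2 under a CMV promoter; the protocol text gives 20 µM as final concentration; 100% = response of wells given 1 µM PGE2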
PPC-1+TRAIL kill = compounds killing PPC-1 cancer cells with TRAIL present, primary screen, TRAIL potentiator project, ATPLite luminescence, uHTS; hit rate 0.41% among 220,000; cell killing (% activity), % at 4 µM; PPC-1 cells + TRAIL, ATPLite viability luminescence;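 active means cell killing above 50% in the first pass at 4 µM, then a duplicate retest at 5 µM averaging 50% or more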;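 further: plate controls were cells with TRAIL plus DMSO for no effect and medium-only wells lacking cells for full effect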
14-3-3 Bad inh = inhibitors of 14-3-3 zeta/Bad binding, primary screen, biochemical, TR-FRET, bovine 14-3-3 zeta | 14-3-3 protein zeta/delta (Bos taurus), P63103 | TR-FRET 14-3-3zeta/Dy647-pBad peptide displacement, 1 h | inhibition, % at 21.7 µM | hit rate 0.71% among 220,000 | AID 781, 2007;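 active means inhibition above about 70%, limit read from the data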;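 further: 0% = full 14-3-3 plus peptide FRET controls and 100% = background without 14-3-3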
CHOP inh = inhibitors of CHOP promoter induction, primary screen, cell-based, unfolded protein response, luciferase reporter; hit rate 3.8% among 220,000; CHO-K1 CHOP-promoter luciferase, tunicamycin-induced, 15-18 h; inhibition, % at 10 µM;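 active means compounds that reduced the stress-induced luciferase reporter signal by more than about 70% of percent inhibition, limit read from the data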;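 further: 0% = tunicamycin plus vehicle and 100% = wells without tunicamycin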
* marks the source's active call; other numbers are inactive results; x = not tested or not shown; [ ] = dose if it differs, or a comment. This is a subset (hit frequency here may not be typical).

SMILES	NPY-Y1 PAM-ag	zfTRPN1 agonist	TRPML3 agonist	NPY Y1 blocker	PGE2 EP2 inh	EP2 mod	PPC-1+TRAIL kill	14-3-3 Bad inh	CHOP inh
COc1ccc(-c2noc(-c3ccccc3-c3ccccc3)n2)cc1	-38	0.7	1.0	4	8	25	-13	0	-5
CCOc1ccc(/C=N/OCC(=O)Nc2ccc3c(c2)OCO3)cc1	-13	-1.0	-0.6	5	4	-44	9	0	4
CCCn1c(=N)c(C#N)cc2c(=O)n3cccc(C)c3nc21	-2	0.8	0.4	-2	37	7	x	-3	13
CC(C)N(c1ccccc1)c1ncnc(NCCC(=O)O)c1[N+](=O)[O-]	17	-0.3	0.6	-3	8	8	1	x	21
Cc1ccc2c(c1)C1(OCCO1)C(=O)N2	-16	-0.5	-0.5	-2	9	15	4	-2	4
COC(=O)c1ccc(N=NNc2ccccc2)cc1	9	1.0	0.6	3	3	-18	7	-24	19
COc1ccc(NC(=O)CSc2nnc(Cc3ccccc3)o2)c(OC)c1	-28	0.7	0.2	5	22	-10	-9	-9	4
COc1ccccc1Nc1ccc([N+](=O)[O-])cn1	2	-0.4	-0.3	-2	5	-3	-18	-10	1
Cn1c(CCc2ccc(N)cc2)nc2ccccc21	3	1.1	1.1	2	4	-34	18	51	-32
COc1cc(/C=C/C(=O)C2C(=O)C=C(C)OC2=O)cc(OC)c1O (configuration not stated)	-29	0.5	3.1	4	3	24	14	-6[fluorescence artefact?]	19
c1ccc(-c2nnc3sc(-c4ccncc4)nn23)cc1	5	0.8	0.2	0	4	6	15	12	3
Cc1cc(=O)[nH]c(SCC(=O)Nc2nc(-c3ccccc3)cs2)n1	0	1.2	0.3	4	x	10	-12	8	15
CCCCNC(=S)NNC(=O)c1nn(C)cc1Cl	-4	0.0	0.5	7	9	6	-3	-4	35
O=C(C1CCN(S(=O)(=O)c2cccc3cccnc23)CC1)N1CCN(c2ccccc2)CC1	-7	1.5	1.0	2	14	-12	11	-8	0
O=C(c1cccc(Cl)c1)N1CCCC(C(=O)N2CCCCCC2)C1 (configuration not stated)	-30	0.7	-0.1	-3	10	21	6	10	-19
CCCCN(C(=S)NC(=O)c1cc(OC)c(OC)c(OC)c1)c1c(N)n(Cc2ccccc2)c(=O)[nH]c1=O	17	0.5	-0.8	10	1	17	-6	7	-5
CCCCOc1ccc(OC(=O)Nc2cc(Cl)ccc2OC)cc1	-17	-1.0	-0.4	x	1	5	-6	2	61
Cc1ccc(C2CC(c3ccccc3)=NN2C(=O)CSc2nnc(-c3ccncc3)n2C)o1 (configuration not stated)	-3	0.9	0.5	-2	2	10	24	-6[fluorescence artefact?]	-3
COc1ccc(S(=O)(=O)N2CCC(C(=O)N3CCc4ccccc4C3)CC2)cc1	15	0.1	0.1	13	9	-41	26	22[fluorescence artefact?]	6
O=C1/C(=C\c2ccc(Br)o2)SC(=Nc2ccccc2)N1c1ccccc1	8	0.0	0.3	-1	7	14	12	-5	6
Cc1cc(S(=O)(=O)NCC(=O)O)ccc1F	-9	2.7	-0.3	5	7	-7	20	12	13
Cc1cc2ccccc2c(=O)[nH]1	-9	-0.4	0.1	1	14	6	15	20	-11
O=C(O)C1C2CCCCC2=C2CCCCC2C1C(=O)c1ccccc1 (configuration not stated)	-2	-0.7	0.2	x	6	16	-4	-2	18
CN1CC(=O)N(CC(=O)N2N=C(c3ccc(Cl)cc3)CC2c2ccco2)C1=O (configuration not stated)	5	-1.2	0.3	0	11	8	2	13	62
O=C1C2ON(c3ccc(Br)cc3)C(c3cccnc3)C2C(=O)N1C1CCCCC1 (configuration not stated)	10	0.2	-0.1	10	x	-10	-1	-6	-2
Cn1c(COc2ccccc2)nnc1SCC(=O)Nc1ccc(S(N)(=O)=O)cc1	19	-0.3	0.3	13	0	20	1	3	-16
Cc1ccc(N2CCN(C(=O)N3CCOCC3)CC2)c(C)c1	3	-1.1	0.3	2	5	-4	1	-10	-1
COc1ccccc1NS(=O)(=O)c1ccc(N/N=C(\C)C(C)C)c([N+](=O)[O-])c1	13	-0.4	0.5	-4	7	0	7	-4[fluorescence artefact?]	53
CC(NC(=O)C12CC3CC(CC(C3)C1)C2)C(=O)NCCN(C)C (configuration not stated)	14	0.8	0.9	2	8	7	-8	19[fluorescence artefact?]	6
CCCCOc1ccc(C(C)NC(=O)C2CCCN(S(=O)(=O)CC)C2)cc1 (configuration not stated)	-3	1.6	0.1	-6	13	12	2	9	-2
COC(=O)c1ccc2nccnc2c1	-21	0.4	0.6	x	10	20	7	10	6
CSc1nc(N)c(C(=O)Nc2ccc([N+](=O)[O-])cc2)s1	11	2.1	-1.1	x	17	-45	11	-1	5
O=C(COC(=O)/C=C/c1ccc(S(=O)(=O)N2CCOCC2)cc1)NCc1ccc(F)cc1	-5	1.4	0.4	9	5	-11	8	-4	-25
CCc1c(C)nc2ccc(Br)cc2c1Cl	-21	3.6	1.7	11	9	9	19	-4	26
Cn1cccc1C(=O)OCc1csc(-c2ccccc2)n1	-21	-1.0	-0.5	-2	0	-26	17	-4	16
C(=N\Nc1nc(N2CCCC2)nc(N2CCCC2)n1)/c1ccccc1OCc1ccccc1	-5	0.0	0.2	3	11	3	0	-5	-12
CCOC(=O)C1=C2SCCN2C(=O)C(C#N)C1(C)C (configuration not stated)	-5	-1.0	-0.7	3	16	11	10	-6	8
COc1ccc(N2CCN(C(c3ccc4ncccc4c3)c3nnnn3C(C)(C)C)CC2)cc1 (configuration not stated)	0	0.1	-0.2	2	6	9	24	-1	14
O=C(CSc1c2c(nc3ccc(Cl)cc13)CCCC2)NCCCN1CCOCC1	-7	0.2	0.5	-2	9	17	0	0	3
Cc1ccc(-c2nc(CS(=O)CC(=O)NC3CCCC3)c(C)o2)cc1 (configuration not stated)	-3	1.1	-0.5	4	8	23	29	61	38

Structures from the list above with bromine, in the order listed:
SMILES	NPY-Y1 PAM-ag	zfTRPN1 agonist	TRPML3 agonist	NPY Y1 blocker	PGE2 EP2 inh	EP2 mod	PPC-1+TRAIL kill	14-3-3 Bad inh	CHOP inh
O=C1/C(=C\c2ccc(Br)o2)SC(=Nc2ccccc2)N1c1ccccc1	8	0.0	0.3	-1	7	14	12	-5	6
O=C1C2ON(c3ccc(Br)cc3)C(c3cccnc3)C2C(=O)N1C1CCCCC1 (configuration not stated)	10	0.2	-0.1	10	x	-10	-1	-6	-2
CCc1c(C)nc2ccc(Br)cc2c1Cl	-21	3.6	1.7	11	9	9	19	-4	26

Further structures follow.
SMILES	NPY-Y1 PAM-ag	zfTRPN1 agonist	TRPML3 agonist	NPY Y1 blocker	PGE2 EP2 inh	EP2 mod	PPC-1+TRAIL kill	14-3-3 Bad inh	CHOP inh
Cc1ccc(NC(=O)/C(C#N)=C/c2ccsc2)c(C)c1	-3	-0.9	0.9	-1	5	-13	-5	-22	-46
CCOC(=O)c1csc(NC(=O)Nc2cccc(Cl)c2)n1	6	2.6	1.1	-2	10	-5	12	-7	98*
CC(CN1CCCCC1)C(=O)NN (configuration not stated)	5	1.4	1.3	-5	9	-12	-11	-7	-9
CCN1CN=C(NS(=O)(=O)c2ccc(C)cc2)NC1	10	-1.2	0.2	0	8	8	-27	1	9
CCOCC(=O)Nc1ccc(C)c(Cl)c1	-14	-0.4	0.0	-2	8	2	-22	5	-9
COc1ccc(OC)c(C2=Nn3c(nnc3-c3ccco3)SC2)c1	2	-2.2	-0.1	5	1	74*	8	-3	26
COc1ccc(/C=C/C(=O)c2ccc(O)cc2)cc1	5	-1.7	-0.7	1	18	-21	21	6	-57
Cc1ccc(NC2=C(CC(=O)O)C(c3ccccc3)N(c3ccc(C)cc3)C2=O)cc1 (configuration not stated)	29	0.6	0.9	6	10	5	8	-20	31
CCOc1ccc(N=Cc2c(O)c3ccccc3oc2=O)cc1	-13	-1.2	0.7	6	10	-30	10	-14[fluorescence artefact?]	66
CC(O)CNCCOc1cccc(Oc2ccccc2)c1 (configuration not stated)	-10	-0.2	-0.3	7	7	-4	6	36	13
Cc1cccc(NC(=O)/C(=C\c2ccco2)NC(=O)c2cccs2)c1	9	0.4	-0.9	1	8	-1	17	-2	4
CCn1c(=O)cc(OCC(=O)NCCC(C)C)c2ccccc21	-5	0.3	0.0	3	9	-1	-9	6	7
Cc1cc(C)nc(N(C#N)CC(=O)N(c2ccccc2)C(C)C)n1	-7	0.9	0.5	-4	15	6	17	-1[fluorescence artefact?]	43
Cc1nc(NC2=NCN(CC3CCCO3)CN2)nc2ccccc12 (configuration not stated)	-12	0.0	0.1	-3	12	23	x	x	x

6 entries drawn at random from the list so far:
SMILES	NPY-Y1 PAM-ag	zfTRPN1 agonist	TRPML3 agonist	NPY Y1 blocker	PGE2 EP2 inh	EP2 mod	PPC-1+TRAIL kill	14-3-3 Bad inh	CHOP inh
Cc1cccc(NC(=O)/C(=C\c2ccco2)NC(=O)c2cccs2)c1	9	0.4	-0.9	1	8	-1	17	-2	4
CC(CN1CCCCC1)C(=O)NN (configuration not stated)	5	1.4	1.3	-5	9	-12	-11	-7	-9
O=C(CSc1c2c(nc3ccc(Cl)cc13)CCCC2)NCCCN1CCOCC1	-7	0.2	0.5	-2	9	17	0	0	3
CCCCNC(=S)NNC(=O)c1nn(C)cc1Cl	-4	0.0	0.5	7	9	6	-3	-4	35
COc1ccc(-c2noc(-c3ccccc3-c3ccccc3)n2)cc1	-38	0.7	1.0	4	8	25	-13	0	-5
COc1ccc(N2CCN(C(c3ccc4ncccc4c3)c3nnnn3C(C)(C)C)CC2)cc1 (configuration not stated)	0	0.1	-0.2	2	6	9	24	-1	14
